ARNT TACC3 PPI = disruptors of human ARNT/TACC3 interaction | Q9Y6A5 | AlphaScreen His-ARNT PAS-B/GST-TACC3 binding, luminescence; TACC3 fragment carries E629A point mutation | inhibition, % at 9.99 µM | actives 0.66% (n = 390,000);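 active means mean inhibition of replicates at least 50% and at least half of replicates each reaching 50%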;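 further: 0% = complete ARNT plus TACC3 wells and 100% = ARNT alone without TACC3; many hits fall short of the cut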
esBAF inh = SWI/SNF esBAF complex inhibition | actives 2% (n = 350,000) | AID 602393 | mouse ES cells, Bmi1-luciferase knock-in reporter, 24 h; 100% = twice the neutral-well signal | reporter increase, % at 12.5 µM; in the data active means activation above about 40%;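 further: 0% = median of the plate's neutral control wells and 100% = double that signal; a rise in the Bmi1 reporter signal indicates esBAF inhibition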
CFTR F508del cor = correctors of CFTR F508del function in bronchial epithelial cells. CFBE cells, YFP halide quenching; stimulated with forskolin plus potentiator P3; % fluorescence drop versus neutral controls. activity (quench increase), % at 7.58 µM. actives 0.36% (n = 350,000). AID 720511;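 active means mean added fluorescence quench of at least 8% versus neutral control, with both replicates also reaching 8%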;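 further: cells transiently co-express mutant CFTR-F508del with the halide-sensitive YFP; corrector assay measuring rescue of mutant channel to the surface after 24 h compound exposure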
XiGFP reactiv = X-chromosome reactivation activator; actives 0.055% (n = 360,000); activation, % at 7.58 µM; XiGFP mouse fibroblasts, % GFP-positive cells imaging, 3 d; cells co-treated with 5-aza-dC sensitizer; scaled so ellipticine positive control = 100%;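 active means mean normalized replicate activation at least 10% and every replicate at or above 10%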;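 further: 0% = median of on-plate neutral control wells and 100% = ellipticine 6 µM median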
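System: 68-5-11 XiGFP fibroblast line; Timing: 3 days compound exposure; Compound dosing: one concentration, pinned; Benchmarks: positive control ellipticine, 6 µM final; Buffer or medium: DMEM containing 5-aza-dC.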
INS-1E GSIS act = primary screen for activators of insulin secretion dependent on glucose, INS-1E cells, GLuc reporter luminescence. INS-1E GLuc reporter insulin secretion, 2-3 h. activation, % at 16.6 µM. actives 0.61% (n = 370,000);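 active means lowest replicate activation of at least 40%, so every replicate reaches that level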;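 further: 0% = median of neutral control wells and 100% = median of IBMX positive control wells; some compounds called inactive have numbers as strong as hits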
RAD52 inh = inhibitors of human RAD52 DNA annealing | inhibition, % at 18.7 µM | actives 0.46% (n = 360,000) | P43351 | recombinant RAD52 DNA annealing, FRET fluorescence;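 active means every replicate showing at least 50% inhibition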
ERAP1 inh = ERAP1 (human) enzyme inhibition; Q9NZ08; recombinant ERAP1, Leu-AMC fluorescence, 60 min; inhibition, % at 10.7 µM; actives 0.15% (n = 340,000);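 active means mean replicate inhibition of at least 30%, or all replicates individually reaching that 30% level; inactive means mean below 30% and not every replicate reaching it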;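 further: 0% = neutral control wells and 100% = L-leucinethiol positive control wells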
RAD54 branch = RAD54 (human) branch migration inhibition. RAD54 Holliday junction branch migration, FAM/BHQ fluorescence. inhibition, % at 10.4 µM. actives 0.14% (n = 360,000);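 active means mean normalized replicate activity at least 40 and at least half of replicates scoring 40 or more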;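 further: 0% = median of neutral control wells and 100% = median of positive control wells; inhibitors cause a drop in the FAM fluorescence signal; in these data hits start at about 50%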
Target sequence (Q92698 whole entry, looked up): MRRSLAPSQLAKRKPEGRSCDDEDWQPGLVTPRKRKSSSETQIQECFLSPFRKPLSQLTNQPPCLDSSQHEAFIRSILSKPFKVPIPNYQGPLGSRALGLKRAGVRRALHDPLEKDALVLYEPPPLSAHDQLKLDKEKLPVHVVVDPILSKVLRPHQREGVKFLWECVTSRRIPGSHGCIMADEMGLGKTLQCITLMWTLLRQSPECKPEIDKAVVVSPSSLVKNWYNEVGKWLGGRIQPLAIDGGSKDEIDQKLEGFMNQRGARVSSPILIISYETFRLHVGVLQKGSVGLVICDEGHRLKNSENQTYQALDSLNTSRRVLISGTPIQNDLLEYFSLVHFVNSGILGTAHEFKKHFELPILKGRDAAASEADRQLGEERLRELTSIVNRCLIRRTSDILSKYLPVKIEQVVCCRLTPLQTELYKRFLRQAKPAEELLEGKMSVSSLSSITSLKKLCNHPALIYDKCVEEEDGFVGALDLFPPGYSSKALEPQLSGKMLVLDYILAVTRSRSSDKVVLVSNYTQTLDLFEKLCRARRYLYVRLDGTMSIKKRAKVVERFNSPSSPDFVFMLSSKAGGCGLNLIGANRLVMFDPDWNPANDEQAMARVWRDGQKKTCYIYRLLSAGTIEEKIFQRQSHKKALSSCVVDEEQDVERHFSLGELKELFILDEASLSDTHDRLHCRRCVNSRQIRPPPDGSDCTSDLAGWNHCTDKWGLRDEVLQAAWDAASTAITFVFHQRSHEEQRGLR
An asterisk follows results filed as active; / = not tested or not shown.

Keys: A = ARNT TACC3 PPI; B = esBAF inh; C = CFTR F508del cor; D = XiGFP reactiv; E = INS-1E GSIS act; F = RAD52 inh; G = ERAP1 inh; H = RAD54 branch
mol: Cc1ccc(N=CC=C2OC(C)(C)C(C)(C)O2)cc1
  A: -34	B: /	C: /	D: 1.2	E: -11	F: -16	G: 1	H: 11
mol: CCC(=O)c1ccc2ncccc2c1
  A: /	B: /	C: /	D: 0.1	E: 20	F: -3	G: 7	H: /
mol: Cn1cc([C@]2(O)C(=O)Nc3cccc(Cl)c32)c2ccccc21
  A: /	B: /	C: -3.8	D: 0.4	E: /	F: 1	G: 6	H: /
mol: CCc1cc2c(COC(=O)c3cccc(NS(C)(=O)=O)c3)cc(=O)oc2cc1O
  A: 18	B: -2	C: -0.3	D: 0.0	E: 65*	F: 16	G: 2	H: 4
mol: Cc1cc(SCC(=O)N(C)c2c(N)n(Cc3ccccc3)c(=O)[nH]c2=O)nc2ccccc12
  A: -9	B: /	C: -0.6	D: -1.1	E: 6	F: -27	G: -2	H: /
mol: CCc1ccc2nc(SCC(=O)N(CC)CC)c(C#N)cc2c1
  A: -2	B: 0	C: /	D: /	E: 19	F: /	G: /	H: -10
mol: Cc1nc2ccccc2c(=O)n1NC(=O)c1ccc(Cl)c([N+](=O)[O-])c1
  A: -5	B: 4	C: 1.3	D: 0.0	E: -6	F: -13	G: 1	H: -3
mol: C[C@H](CO)N1C[C@H](C)[C@H](CN(C)CC2CCCCC2)Oc2c(NC(=O)c3nc4ccccc4s3)cccc2C1=O
  A: 7	B: -3	C: 2.7	D: -1.0	E: -24	F: -2	G: 4	H: 6
mol: Nc1nccnc1C(=O)OCC(=O)NCCc1ccc(S(N)(=O)=O)cc1
  A: 14	B: -1	C: 1.4	D: 1.8	E: 42	F: -12	G: -16	H: 3
mol: O=C(C[C@@H]1C=C[C@@H](NC(=O)C2CC2)[C@@H](CO)O1)NCc1ccncc1
  A: -4	B: -4	C: 0.7	D: -0.1	E: -2	F: -20	G: -1	H: 1
mol: Clc1ccc(COc2ccccc2-c2ccnc3ncnn23)cc1
  A: -15	B: /	C: 1.2	D: 0.3	E: 13	F: -3	G: 4	H: /
mol: CCCc1cc(=O)n2[nH]c(C)c(-c3ccccc3OC)c2n1
  A: /	B: 1	C: -3.3	D: 0.1	E: 21	F: -4	G: 9	H: 5
mol: O=S(=O)(N[C@H]1CC[C@@H](CCn2cc(C3CC3)nn2)O[C@@H]1CO)c1ccc(F)cc1
  A: 0	B: -3	C: 1.4	D: 0.1	E: 0	F: 1	G: 0	H: 1
mol: CN1c2ccc(-c3ccccc3)cc2[C@@H]2[C@@H](CCN2C(=O)Cc2cccnc2)[C@H]1CO
  A: -4	B: -6	C: -2.4	D: 0.0	E: 14	F: -45	G: -2	H: 3
mol: O=C(c1cccs1)N1N=C(c2ccccc2)CC1c1ccc(O)cc1 (stereo not given)
  A: 5	B: 3	C: /	D: 0.8	E: -22	F: /	G: /	H: 11
mol: N#C[C@H]1[C@@H](c2ccc(C3=CCCCC3)cc2)[C@H](CO)N1C(=O)CN1CCOCC1
  A: 17	B: 0	C: 0.5	D: -0.1	E: -4	F: -15	G: -2	H: -8
mol: CN(C(=O)CSc1nnc(COc2ccccc2F)n1N)C1CCS(=O)(=O)C1 (stereo not given)
  A: 0	B: /	C: 2.1	D: 0.1	E: 1	F: -1	G: -3	H: /
mol: COc1cccc(CN(C)C(=O)C2CSC3(C)CCC(=O)N23)c1OC (stereo not given)
  A: -11	B: 3	C: -2.2	D: -0.1	E: 14	F: 7	G: 2	H: 13
mol: O=C(Nc1ccc2c(c1)OCO2)N[C@@H]1CC[C@@H](CCNC(=O)C2CCCC2)O[C@H]1CO
  A: -10	B: -12	C: -1.9	D: 0.4	E: -11	F: 2	G: 4	H: 6
mol: C[C@@H]1CN([C@@H](C)CO)C(=O)c2cccc(NC(=O)c3nc4ccccc4s3)c2O[C@H]1CN(C)CC1CC1
  A: -1	B: -12	C: -0.7	D: 0.0	E: -9	F: 14	G: -2	H: -9
mol: C[C@@H]1CN([C@@H](C)CO)C(=O)c2cc(NC(=O)c3ccncc3)ccc2O[C@@H](C)CCCCO[C@@H]1CN(C)C(=O)CCCN(C)C
  A: 3	B: 0	C: -1.4	D: 0.1	E: 32	F: /	G: /	H: 10
mol: COc1ccc(C(=O)Nc2cccc3nc(C)ccc23)c(OC)c1
  A: 20	B: 1	C: 0.5	D: 0.2	E: 33	F: -8	G: 0	H: 1
mol: CCS(=O)(=O)N1Cc2ccccc2CC1C(=O)Nc1ccc(F)cc1 (stereo not given)
  A: -3	B: /	C: 0.4	D: 0.1	E: 9	F: -16	G: /	H: /
mol: CC/C(O)=C1\C(=O)CC(c2ccccc2)CC1=NC(C)C (stereo not given)
  A: -5	B: 2	C: /	D: -0.1	E: 63*	F: /	G: /	H: -13
mol: O=C1NC(c2ccc(Cl)cc2Cl)Oc2ccccc21 (stereo not given)
  A: -4	B: -4	C: 1.1	D: 0.0	E: 2	F: -3	G: 1	H: -5
mol: CCN(C(=O)c1ccc(Br)cc1)c1ccccc1
  A: -8	B: /	C: 0.3	D: 0.2	E: 3	F: -7	G: -3	H: /
mol: c1csc(-c2csc(-c3cccs3)n2)c1
  A: -10	B: 53*	C: /	D: /	E: -12	F: /	G: /	H: 9
mol: CCOC(=O)CNC(=O)N1CCc2ccc(NC(=O)c3ccccc3OC)cc2C1
  A: -4	B: 6	C: -1.5	D: 0.1	E: /	F: -11	G: 0	H: 5
mol: CO[C@H]1CN(C)C(=O)c2ccc(NC(=O)c3cc(C)on3)cc2OC[C@H](C)N(C)C[C@@H]1C
  A: /	B: /	C: 1.1	D: 0.0	E: 10	F: -2	G: 0	H: /
mol: CC1CN(C(=O)c2cccc(S(=O)(=O)Nc3cc(Cl)ccc3Cl)c2)CC(C)O1 (stereo not given)
  A: 3	B: /	C: 6.5	D: 0.0	E: -6	F: -9	G: 1	H: /

Next part:
Value order – ARNT TACC3 PPI | esBAF inh | CFTR F508del cor | XiGFP reactiv | INS-1E GSIS act | RAD52 inh | ERAP1 inh | RAD54 branch
O=C1NC[C@@H](CCCCN2C[C@H](Cc3ccc(O)cc3)N(CC3CCCCC3)C(=O)C2=O)N(CCc2ccccc2)C1=O
  / | / | 3.2 | 1.7 | -2 | 3 | -7 | /
O=C(CC1C(=O)NCCN1CC1CCCCC1)NC1(c2ccccc2)CC1 (stereo not given)
  -14 | / | -2.0 | 0.0 | -17 | -7 | -2 | /
Cc1ccc(C)c(N(CC(=O)NC(C)(C)C)C(=O)CNC(=O)c2cccs2)c1
  / | / | -2.6 | 0.3 | -4 | -23 | 3 | /
C[C@H](CO)N1C[C@H](C)[C@@H](CN(C)S(=O)(=O)c2cccs2)Oc2c(NS(C)(=O)=O)cccc2C1=O
  -17 | -3 | -0.1 | -1.0 | 1 | 8 | 0 | 5
CC(OC(=O)c1nc(-c2ccccc2)n(-c2ccccc2)n1)C(=O)Nc1cc(Cl)cc(Cl)c1 (stereo not given)
  -1 | 0 | / | -0.2 | -23 | -6 | 8 | /
O=C(Cc1ccccc1)N1CC[C@H]2[C@H](CO)Nc3ccc(C#Cc4ccccc4)cc3[C@H]21
  0 | 1 | -0.1 | 0.2 | 12 | -16 | -2 | 3
CC(=O)N(C)C[C@H]1Oc2cc(C#CCC3CCCC3)ccc2S(=O)(=O)N([C@H](C)CO)C[C@@H]1C
  3 | 0 | -1.5 | 0.7 | -15 | 6 | 0 | 3
COc1ccc(C(=O)NC2CCCc3ccccc32)cc1Br (stereo not given)
  -6 | 0 | 0.2 | 0.1 | -11 | 1 | 2 | -5
COc1cc(-c2c(-c3ccsc3)sc3ccccc23)cc(OC)c1OC
  -10 | -9 | -1.7 | 0.0 | -6 | -11 | 2 | 6
Cc1ccc2oc(C(=O)N(Cc3ccc(N(C)C)cc3)C3CCS(=O)(=O)C3)c(C)c2c1 (stereo not given)
  22 | -6 | -0.9 | 0.0 | 6 | -10 | -2 | 1
NS(=O)(=O)c1ccc(CCNc2nc3c(-c4cccc(F)c4)nnn3c3ccccc23)cc1
  -2 | -11 | / | 0.1 | 59* | / | / | -8
CN1C(=O)c2cc(NC(=O)C3CC3)ccc2OC[C@@H]2O[C@@H](CC(=O)NCCN3CCCC3)CC[C@H]21
  1 | 0 | 0.0 | -0.1 | 4 | -11 | 6 | 4
CN(C[C@H]1[C@H](c2ccccc2)[C@@H](CO)N1C(=O)c1ccccc1)C(=O)C1CCC1
  -6 | 1 | 3.6 | 0.0 | 8 | -19 | / | -1
CCONC(=O)Nc1ccccc1[N+](=O)[O-]
  3 | / | / | 0.1 | 5 | -12 | -2 | /
CO[C@@H]1CN(C)C(=O)c2ccc(NC(=O)C3CC3)cc2OC[C@H](C)N(C(=O)C2CCCCC2)C[C@@H]1C
  -18 | 0 | 0.8 | 0.2 | -10 | 6 | -1 | -4
Cc1[nH]n(-c2ccc([N+](=O)[O-])cc2)c(=O)c1C=NCCc1c[nH]c2ccccc12
  -2 | / | -1.1 | 0.4 | -1 | / | / | -8
C[C@H]1CN([C@@H](C)CO)C(=O)c2cc(NS(=O)(=O)c3ccccc3)ccc2O[C@H]1CN(C)C(=O)NC1CCCCC1
  -2 | 0 | -0.7 | 0.0 | -6 | 11 | 1 | -2
C[C@@H]1CN([C@@H](C)CO)C(=O)Cc2cc(NC(=O)CCCCCC(=O)Nc3ccccc3N)ccc2O[C@@H]1CN(C)C
  -17 | -1 | 1.1 | 0.3 | 16 | 1 | 0 | -4

Some of these compounds in order of length of the SMILES, highest first:
Value order – ARNT TACC3 PPI | esBAF inh | CFTR F508del cor | XiGFP reactiv | INS-1E GSIS act | RAD52 inh | ERAP1 inh | RAD54 branch
O=C1NC[C@@H](CCCCN2C[C@H](Cc3ccc(O)cc3)N(CC3CCCCC3)C(=O)C2=O)N(CCc2ccccc2)C1=O
  / | / | 3.2 | 1.7 | -2 | 3 | -7 | /
CC(=O)N(C)C[C@H]1Oc2cc(C#CCC3CCCC3)ccc2S(=O)(=O)N([C@H](C)CO)C[C@@H]1C
  3 | 0 | -1.5 | 0.7 | -15 | 6 | 0 | 3
O=S(=O)(N[C@H]1CC[C@@H](CCn2cc(C3CC3)nn2)O[C@@H]1CO)c1ccc(F)cc1
  0 | -3 | 1.4 | 0.1 | 0 | 1 | 0 | 1
CN(C[C@H]1[C@H](c2ccccc2)[C@@H](CO)N1C(=O)c1ccccc1)C(=O)C1CCC1
  -6 | 1 | 3.6 | 0.0 | 8 | -19 | / | -1
CC(OC(=O)c1nc(-c2ccccc2)n(-c2ccccc2)n1)C(=O)Nc1cc(Cl)cc(Cl)c1 (stereo not given)
  -1 | 0 | / | -0.2 | -23 | -6 | 8 | /
CC1CN(C(=O)c2cccc(S(=O)(=O)Nc3cc(Cl)ccc3Cl)c2)CC(C)O1 (stereo not given)
  3 | / | 6.5 | 0.0 | -6 | -9 | 1 | /
CCOC(=O)CNC(=O)N1CCc2ccc(NC(=O)c3ccccc3OC)cc2C1
  -4 | 6 | -1.5 | 0.1 | / | -11 | 0 | 5
Nc1nccnc1C(=O)OCC(=O)NCCc1ccc(S(N)(=O)=O)cc1
  14 | -1 | 1.4 | 1.8 | 42 | -12 | -16 | 3
COc1cc(-c2c(-c3ccsc3)sc3ccccc23)cc(OC)c1OC
  -10 | -9 | -1.7 | 0.0 | -6 | -11 | 2 | 6
CC/C(O)=C1\C(=O)CC(c2ccccc2)CC1=NC(C)C (stereo not given)
  -5 | 2 | / | -0.1 | 63* | / | / | -13
COc1ccc(C(=O)NC2CCCc3ccccc32)cc1Br (stereo not given)
  -6 | 0 | 0.2 | 0.1 | -11 | 1 | 2 | -5
